E-sel inducer – E-selectin induction in HUVECs, primary screen, imaging, HUVEC, immunofluorescence imaging, single point. normalized: neutral wells 0, TNF-alpha wells 100. activation, % at 7.58 µM. 260,000 compounds, 0.37% hits;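 active means mean E-selectin-positive cell signal at least 10% of the positive control, reached in at least 60% of replicates, without over 20% cell loss; inconclusive means no rule given, readout overlaps actives, possibly toxicity-flagged; inactive means the rest, including those meeting only one limit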;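 further: in these data hits start at about 27%; measured in HUVEC primary endothelial cells; signal is the percent of cells scored E-selectin positive by PE staining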
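Assay system: HUVEC, human umbilical vein endothelial cells / Amount: 3,000 HUVEC/well / Controls: TNF-alpha positive control, DMSO neutral control / Compound dosing: single concentration / Medium: EGM-2 over gelatin coat / Evaluation: percent E-selectin-positive cells / Signal: immunofluorescence imaging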
PGC1a acetyl inh – inhibitors of PGC1a acetylation signal, primary screen, cell-based, U2OS, AlphaScreen, inhibitor mode. AlphaScreen anti-acetyl-lysine; with virally co-expressed GCN5 acetyltransferase. inhibition, % at 15.6 µM. 350,000 compounds, 0.17% hits. AID 651687, 2012;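 active means every replicate shows inhibition of at least 40%; inconclusive means mean inhibition at least 40% but some replicate below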;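 further: 0% = neutral control wells and 100% = positive control wells; some results beyond the cut were filed as inactive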
miR122 inh – miR-122 Renilla sensor signal increase in Huh7, primary screen, miR-122 inhibitor project, cell-based, single point, plate reader; Huh7 miR-122 Renilla luciferase sensor, 48 h; neutral wells = 0, positive control = 100; activation (reporter increase), % at 12.5 µM; 340,000 compounds, 0.3% hits;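 active means mean replicate activation score at least 90 and every replicate individually at or above 90; inconclusive means only one of the two criteria met; inactive means neither criterion met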;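 further: higher luciferase means less miR-122 activity so hits act as miR-122 inhibitors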
ERAP1 HTS inh – human ERAP1 aminopeptidase inhibitors, primary screen, biochemical, single point, plate reader. Endoplasmic reticulum aminopeptidase 1 (Homo sapiens), Q9NZ08. recombinant ERAP1, Leu-AMC fluorescence, 60 min. inhibition, % at 10.7 µM. 340,000 compounds, 0.15% hits;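 active means mean replicate inhibition of at least 30%, or all replicates individually reaching that 30% level; inactive means mean below 30% and not every replicate reaching it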;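 further: 0% = neutral control wells and 100% = L-leucinethiol positive control wells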
Target sequence (Q9NZ08 whole entry, looked up): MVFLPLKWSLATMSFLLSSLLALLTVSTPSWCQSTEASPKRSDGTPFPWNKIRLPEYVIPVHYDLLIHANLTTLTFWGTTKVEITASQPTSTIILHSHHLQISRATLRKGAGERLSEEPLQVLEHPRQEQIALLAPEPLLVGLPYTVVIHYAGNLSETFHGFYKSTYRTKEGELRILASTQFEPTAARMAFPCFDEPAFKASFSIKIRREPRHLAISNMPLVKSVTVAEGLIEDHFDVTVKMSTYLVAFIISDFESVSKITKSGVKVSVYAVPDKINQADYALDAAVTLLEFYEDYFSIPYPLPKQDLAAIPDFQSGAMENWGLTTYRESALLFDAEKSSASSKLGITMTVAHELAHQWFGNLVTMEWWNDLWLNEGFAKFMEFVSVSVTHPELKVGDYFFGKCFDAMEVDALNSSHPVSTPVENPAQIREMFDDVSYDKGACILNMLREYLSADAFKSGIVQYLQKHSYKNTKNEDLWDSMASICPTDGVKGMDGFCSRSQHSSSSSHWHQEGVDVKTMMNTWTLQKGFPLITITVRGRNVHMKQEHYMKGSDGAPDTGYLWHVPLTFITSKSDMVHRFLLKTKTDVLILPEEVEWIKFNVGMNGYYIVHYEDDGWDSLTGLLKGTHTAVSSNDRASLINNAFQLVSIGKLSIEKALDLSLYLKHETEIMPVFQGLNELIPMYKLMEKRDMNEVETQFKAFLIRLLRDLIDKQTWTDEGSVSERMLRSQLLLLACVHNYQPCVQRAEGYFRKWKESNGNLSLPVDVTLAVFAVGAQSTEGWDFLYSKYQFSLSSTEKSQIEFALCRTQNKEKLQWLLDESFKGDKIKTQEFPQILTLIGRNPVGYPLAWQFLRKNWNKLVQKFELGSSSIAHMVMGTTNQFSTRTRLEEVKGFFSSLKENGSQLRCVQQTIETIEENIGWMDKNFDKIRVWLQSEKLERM
Cneo AK release – Cryptococcus neoformans cell lysis inducers, primary screen, AK release luminescence, single concentration | C. neoformans lysis, adenylate kinase release luminescence, 4 h; normalised: neutral wells 0, clomiphene wells 100 | 360,000 compounds, 0.2% hits | lysis activity, % at 15 µM | AID 651654, 2012;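 active means mean lysis activity across replicates of at least 80%, whatever share of replicates individually reach that level; inactive means mean lysis activity below 80%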
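Signal: Adenylate kinase release luminescence | Assay system: Log-phase Cryptococcus neoformans yeast cells | Input: Cells at 5 × 10^6 per mL | Buffer or medium: Fresh YPD growth medium | Compound: Single dose | Schedule: Static 4 h at 37 °C with compound, 1 h detection | Controls: Clomiphene | Read-out: Luminescence rise reflecting yeast cell lysis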
PglD inh – C. jejuni PglD acetyltransferase inhibitors, primary screen, biochemical, DTNB colorimetric, single point; purified PglD enzyme, DTNB colorimetric CoA detection; inhibition, % at 12.5 µM; 360,000 compounds, 0.098% hits; AID 602405, 2012; in the data active means inhibition above about 16%, passing the limit was not always enough; inconclusive means no clear call, values can overlap the other calls; further: strong numbers were not always called active
RAD54 branch – inhibitors of human RAD54 branch migration, primary screen, biochemical, fluorescence, single point. DNA repair and recombination protein RAD54-like (Homo sapiens), Q92698. RAD54 Holliday junction branch migration, FAM/BHQ fluorescence. inhibition, % at 10.4 µM. 360,000 compounds, 0.14% hits. AID 602329, 2012;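 active means mean normalized replicate activity at least 40 and at least half of replicates scoring 40 or more; inconclusive means only one of the two criteria met; inactive means mean below 40 and under half of replicates reaching 40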;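 further: 0% = median of neutral control wells and 100% = median of positive control wells; inhibitors cause a drop in the FAM fluorescence signal; in these data hits start at about 50%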
RAD52 anneal inh – RAD52 DNA annealing inhibitors, primary screen, biochemical, FRET, single point, set 2; 360,000 compounds, 0.46% hits; DNA repair protein RAD52 homolog (Homo sapiens), P43351; AID 651710, 2012; inhibition, % at 18.7 µM; recombinant RAD52 DNA annealing, FRET fluorescence;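 active means every replicate showing at least 50% inhibition; inconclusive means mean inhibition at least 50% but not in every replicate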
The depositor's hits bear a star; i = inactive; ? = inconclusive; nt = no result given; [ ] = another dose, or the depositor's remark.

SMILES | E-sel inducer | PGC1a acetyl inh | miR122 inh | ERAP1 HTS inh | Cneo AK release | PglD inh | RAD54 branch | RAD52 anneal inh
Cc1cc(C)n(C(=O)c2cccc(S(=O)(=O)N3CCCCC3)c2)n1 | -1.0 | 6 | -7 | -2 | nt | nt | nt | -11
Cc1ccc(-c2csc(N3CCN(CCCn4c(-c5ccncc5)nc5ccccc54)CC3)n2)cc1 | nt | nt | -16 | 0 | 13 | 3 | -4 | -22
COc1ccc(C(F)(F)F)cc1N/C=C/c1nnnn1-c1ccc2ccccc2c1 | -0.2 | 0 | -7 | 5 | nt | nt | nt | -12
COc1ccc(CNC(=O)c2ccc(Br)o2)cc1 | 0.2 | -4 | 0 | -2 | -1 | 4 | -1 | -13
CN(C)CCNC(=O)c1cccc(-c2cccc3nncn23)c1 | -0.3 | -18 | -1 | 0 | -1 | 5 | -8 | -9
O=C(Nc1cccc(O)c1)c1noc2c1CCc1ccccc1-2 | nt | -7 | -11 | nt | -15 | -9 | -5 | nt
COc1ccc(C)cc1NC(=O)CN(C)S(=O)(=O)c1cnc[nH]1 | nt | 19 | 0 | 9 | -1 | 5 | 9 | -16
CCN1CCCC1CNC(=O)Cn1ncc2c(=O)oc3ccc(C)cc3c21 (stereo not drawn) | -0.1 | 1 | 1 | 7 | 3 | -2 | 4 | -3
COc1ccc(S(=O)(=O)N2CCOCC2)cc1NC(=O)COC(=O)CCS(=O)(=O)c1ccc(C)cc1 | 0.3 | 1 | -3 | 0 | 3 | 2 | -8 | -21
O=c1[nH]c(C2CCN(S(=O)(=O)c3ccccc3F)CC2)nc2c1nnn2Cc1ccc(F)cc1 | 0.1 | nt | 2 | -3 | -1 | 1 | 15 | -6
COc1ccc(C2C(=O)N(C3CCCCC3)CC(=O)N2C2CCCCC2)cc1 (stereo not drawn) | nt | -16 | -4 | 0 | 1 | -2 | 9 | -4
NC(=O)CCS(=O)(=O)CCN1CCCCC1 | nt | -3 | 2 | nt | 0 | 0 | -6 | nt
Cc1cc(N2CCCC2)nc2c(C)cccc12 | -0.5 | 5 | nt | 5 | nt | nt | nt | -7
CCc1ccc2oc(C(=O)NC3CCS(=O)(=O)C3)cc(=O)c2c1 (stereo not drawn) | 0.0 | -4 | nt | 6 | -4 | 1 | -2 | -7
C[C@@H]1CN([C@H](C)CO)C(=O)c2cc(-c3ccncc3)cnc2O[C@@H]1CN(C)C(=O)C1CCOCC1 | 0.3 | 1 | -6[16.7 µM] | 0 | 2 | 1 | -2 | 18
O=S1(=O)CCC(n2nccc2-c2ccccc2)C1 (stereo not drawn) | 0.0 | nt | nt | 3 | -6 | 0 | 7 | -2
CCOc1ccc(NC(=O)CSc2nc(O)c(C)c(=O)n2-c2ccc(F)cc2)cc1 | nt | nt | -2 | -1 | -1 | 3 | -1 | -10
CCOC1(/N=C(\C)NS(=O)(=O)c2ccc(Cl)cc2)C(C)=CC(=O)C=C1C | -0.5 | 0 | nt | 0 | nt | nt | nt | -8
Cc1csc(NC(=O)CCn2c(=O)oc3ccc(Cl)cc32)n1 | nt | -12 | 16 | 0 | -2 | -2 | 0 | 5
CCOc1ccc(NC(=O)Cn2nnc(-c3ccccc3F)n2)cc1 | nt | nt | 2 | nt | 0 | 0 | -15 | nt
Brc1cccc(CN2CCCCCCC2)c1 | nt | -14 | -5 | nt | -7 | 7 | -2 | nt
COCCn1cnc2c(c1=O)c1nc3ccccc3nc1n2/N=C/c1cccc(OC)c1 | ? | 5 | nt | 6 | nt | nt | nt | -7
Cc1nn(Cc2cccc(C(=O)NN)c2)c(C)c1Cl | -0.1 | 6 | 4 | 3 | -4 | -2 | -11 | -9
O=C1CCCC(=O)C1C1c2ccccc2CCN1C(=O)CCl (stereo not drawn) | nt | -4 | -4 | -4 | 0 | 1 | 3 | -21
COCCCNc1nc(=S)[nH]c2cc(OC)c(OC)cc12 | nt | -27 | 3 | nt | -2 | 4 | -20 | nt

Molecules listed so far that contain fluorine (four):
SMILES | E-sel inducer | PGC1a acetyl inh | miR122 inh | ERAP1 HTS inh | Cneo AK release | PglD inh | RAD54 branch | RAD52 anneal inh
COc1ccc(C(F)(F)F)cc1N/C=C/c1nnnn1-c1ccc2ccccc2c1 | -0.2 | 0 | -7 | 5 | nt | nt | nt | -12
O=c1[nH]c(C2CCN(S(=O)(=O)c3ccccc3F)CC2)nc2c1nnn2Cc1ccc(F)cc1 | 0.1 | nt | 2 | -3 | -1 | 1 | 15 | -6
CCOc1ccc(NC(=O)CSc2nc(O)c(C)c(=O)n2-c2ccc(F)cc2)cc1 | nt | nt | -2 | -1 | -1 | 3 | -1 | -10
CCOc1ccc(NC(=O)Cn2nnc(-c3ccccc3F)n2)cc1 | nt | nt | 2 | nt | 0 | 0 | -15 | nt

Later entries
SMILES | E-sel inducer | PGC1a acetyl inh | miR122 inh | ERAP1 HTS inh | Cneo AK release | PglD inh | RAD54 branch | RAD52 anneal inh
O=C(Nc1ccccc1F)Nc1cccc2ccc(O)cc12 | 0.1 | nt | nt | 0 | -4 | -2 | 4 | 1
CC1CCN(C(CNS(=O)(=O)c2ccccc2)c2ccccc2)CC1 (stereo not drawn) | 0.7 | -14 | -7 | -1 | -1 | -4 | 3 | -17
COc1ccc(CCN2CCCC(CN(C)Cc3cc(Cl)c(O)c(OC)c3)C2)cc1 (stereo not drawn) | nt | -29 | -2 | 0 | 3 | 1 | -1 | -6
COc1ccnc(CN(C)C(=O)C2CCC(=O)N(Cc3cccc(C(F)(F)F)c3)C2)c1 (stereo not drawn) | 1.9 | -2 | -2 | -1 | 3 | 7 | -9 | 7
O=C(O)c1ccccc1C(c1ccccc1)c1ccccc1O (stereo not drawn) | 0.0 | 11 | -2 | -2 | nt | nt | nt | 0
COc1ccc(NC(=O)N(C)C[C@H]2OCCCC[C@@H](C)Oc3ccc(NC(=O)c4ccncc4)cc3C(=O)N([C@H](C)CO)C[C@@H]2C)cc1 | -0.1 | 5 | 3[16.7 µM] | nt | 3 | -4 | -15 | nt
COc1cccc(CNc2nnnn2C)c1 | 0.0 | 1 | -4 | nt | 10 | -8 | -9 | -23
CO/N=C(\Cn1ncc(N2CCCC2)c(Br)c1=O)c1ccc(Cl)cc1 | nt | -8 | 6 | nt | 3 | 3 | -6 | nt
CC(Oc1ccccc1F)C(=O)/C=C/N(C)C (stereo not drawn) | nt | -10 | -4 | 3 | nt | nt | nt | -16
CN1CCN(C(=O)c2cc3c(c(-c4cccc(C#CC(C)(C)O)c4)n2)[C@@H](CCO)N(S(=O)C(C)(C)C)C3)CC1 (stereo partly drawn) | -2.0 | 3 | -1 | 2 | 0 | -2 | -10 | -50
CN1c2ccc(-c3cccc(F)c3)cc2[C@H]2[C@H](CCN2C(=O)c2ccncc2)[C@H]1CO | 0.3 | 3 | 33[16.7 µM] | nt | -2 | 0 | -6 | nt
COC(=O)[C@H](Cc1ccc(O)cc1)NCCCn1cnc(C(=O)Nc2ccc(C)c(C)c2)n1 | nt | 11 | -6 | -1 | -1 | 4 | 10 | -2
O=[N+]([O-])c1cccc2cnccc12 | 1.0 | -2 | -3 | 0 | 0 | -4 | 7 | -5
CC1(Oc2cccc(C#N)c2)CCN(Cc2ccccc2OC(F)F)C1 (stereo not drawn) | -0.2 | -16 | -4 | 1 | 3 | 6 | -5 | -14
Cc1nc(-c2ccccc2)nc2n[nH]c(N)c12 | 6.8 | 4 | 3 | 1 | 3 | 1 | 5 | -9
COc1ccc(S(=O)(=O)Nc2cccc3c2O[C@H](CN(C)CC2CC2)[C@@H](C)CN([C@H](C)CO)C3=O)cc1 | 0.0 | nt | 26 | 0 | -5 | -2 | -9 | -12
O=C(C[C@H]1CC[C@H]2[C@@H](COC[C@H](O)CN2CC2CC2)O1)NCc1ccc(Cl)cc1 | 0.2 | -6 | 1[16.7 µM] | -1 | 1 | 3 | -1 | -11
COc1cccc(Nc2nc3ccccc3n3cnnc23)c1 | 0.2 | -5 | 4 | nt | 2 | -3 | 16 | -55
O=C(Nc1ccc2c(c1)CCC2)c1cccc(F)c1 | -0.3 | -16 | -4 | 3 | -8 | 4 | -4 | -5
CC(=O)CSc1nnc(-c2cnccn2)n1-c1ccccc1 | nt | 5 | -10 | nt | 14 | -4 | -3 | nt
COc1ccc2c3c([nH]c2c1)[C@@H](CO)N(C(=O)Nc1ccc(F)cc1)CC31CCN(S(=O)(=O)c2cn(C)cn2)CC1 | 0.0 | -6 | nt | 0 | nt | nt | nt | 11
CCCCCC[n+]1ccccc1/C=C/c1ccc(N(C)C)cc1 | -0.1 | nt | -28 | 13 | -2 | 4 | i | i
O=C(NCc1ccncc1)c1cc(C(=O)C2CCCCC2)c[nH]1 | -3.1 | 8 | -1 | 0 | -1 | 1 | -5 | 4
CCOc1ccccc1NS(=O)(=O)c1c[nH]c(C(=O)OC)c1 | -0.6 | -4 | 8 | 2 | 1 | 5 | -1 | -8
O=C(C[C@@H]1CC[C@@H]2[C@H](COC[C@H](O)CN2Cc2cccc(-c3ccncc3)c2)O1)N1CCCCC1 | 0.1 | 5 | 5[16.7 µM] | -1 | -4 | -2 | 0 | 2

(list continues)
SMILES | E-sel inducer | PGC1a acetyl inh | miR122 inh | ERAP1 HTS inh | Cneo AK release | PglD inh | RAD54 branch | RAD52 anneal inh
C/C(=N\NC(=S)NC1CCCCC1)c1ccccc1 | nt | -7 | 26 | nt | -1 | 0 | 0 | nt
O=C1CN(C(=O)c2ccccc2)C(c2ccccc2)c2cc(Cl)ccc2N1 (stereo not drawn) | nt | -5 | 7 | 2 | -3 | 4 | 7 | -6
Cc1cccc(OCCOC(=O)C2CCN(S(=O)(=O)c3cccs3)CC2)c1 | nt | 42 | -8 | nt | -4 | -4 | -2 | nt
Cc1cccc(N2CCN(C(=O)CC(NC(=O)c3ccccc3)c3ccccc3)CC2C)c1 (stereo not drawn) | -0.1 | -7 | -1 | nt | 1 | 1 | 0 | nt
COc1cc2c(cc1OC)C1=C(C#N)CC/C(=N\S(=O)(=O)c3ccccc3)N1CC2 | -0.1 | nt | -2 | 8 | -4 | 1 | -13 | -21
O=C(/C=C/c1ccc2c(c1)OCO2)N1CCN(c2n[nH]c(=O)[nH]c2=O)CC1 | -0.3 | 2 | -6 | nt | -1 | 2 | 3 | -2

Record cards, as listed above. Order of screens: E-sel inducer, PGC1a acetyl inh, miR122 inh, ERAP1 HTS inh, Cneo AK release, PglD inh, RAD54 branch, RAD52 anneal inh
NC(=O)CCS(=O)(=O)CCN1CCCCC1 as listed: nt, -3, 2, nt, 0, 0, -6, nt
CN1CCN(C(=O)c2cc3c(c(-c4cccc(C#CC(C)(C)O)c4)n2)[C@@H](CCO)N(S(=O)C(C)(C)C)C3)CC1 (stereo partly drawn) as listed: -2.0, 3, -1, 2, 0, -2, -10, -50
COc1ccc(C)cc1NC(=O)CN(C)S(=O)(=O)c1cnc[nH]1 as listed: nt, 19, 0, 9, -1, 5, 9, -16

Screens (PubChem BioAssay)
